# Source: PubChem
# TDP1 cell CPT: DT40-hTDP1 cell growth loss with CPT. 12% of 420,000 active. AID 686979. Potency, µM (doses to about 46.2 µM), inactives show at the highest dose activity change, negative = growth inhibition, actives largely listed as inhibitors. chicken DT40 Tdp1-/-;hTDP1 cells + 20 nM CPT, ATP luminescence, 48 h; note: nearly all actives have a fitted effect of over 55% in size
#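 Chicken DT40 Tdp1-/- cells stably complemented with human TDP1 were seeded at 400 cells/well in medium containing 20 nM camptothecin, exposed to pin-transferred compounds, and grown at 37 °C for at least 48 hr. Viability was read as ATP luminescence.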
# FEN1 inh: inhibitors of human flap endonuclease 1; P39748; Recombinant FEN1 flap cleavage, fluorescence, 15 min; Potency, µM (doses to about 114 µM), inactives show top-dose activity change, negative = inhibition, usual class: inhibitors; 0.35% of 390,000 active; AID 588795; note: nearly all actives have a fitted effect of over 65% in size
# Target sequence (P39748 whole entry, looked up): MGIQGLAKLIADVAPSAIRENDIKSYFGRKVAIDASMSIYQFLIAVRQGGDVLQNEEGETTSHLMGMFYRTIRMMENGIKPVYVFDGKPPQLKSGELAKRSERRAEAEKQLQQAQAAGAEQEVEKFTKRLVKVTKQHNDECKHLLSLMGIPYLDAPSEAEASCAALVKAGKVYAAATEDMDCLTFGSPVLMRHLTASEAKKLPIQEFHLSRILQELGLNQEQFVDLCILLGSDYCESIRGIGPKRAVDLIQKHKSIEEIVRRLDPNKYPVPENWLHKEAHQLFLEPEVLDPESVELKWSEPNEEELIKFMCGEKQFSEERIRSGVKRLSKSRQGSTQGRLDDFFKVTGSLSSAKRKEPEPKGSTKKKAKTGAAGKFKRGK
#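 Reaction started by adding substrate (50 nM final) to 10 nM enzyme after 15 min room-temperature compound preincubation. Reads at 0 and 15 min, with data normalized and fitted to a four-parameter Hill equation.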
# N370S GC mod: inhibits or activates N370S mutant glucocerebrosidase; Potency, µM (titrated, usually from 59.4 µM), inactives show top-dose activity change, negative = inhibition, actives largely listed as inhibitors; 0.092% of 330,000 active; N370S GC spleen homogenate, 4MU-glucoside fluorescence; P04062;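 note: 0% = full enzyme activity and -100% = no enzyme basal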
# * = called active by the depositor; ? = inconclusive; / = no result given; & = joins results of further samples; ! = a repeat was not active. Calls come from the whole dose curve; as a rule, active = well fitted curve in the direction sought with a large enough effect; inconclusive = small, poorly fitted or top-dose-only effect, or another doubt; inactive = no such curve, though single readings can be large; an effect the other way counts as inactive or inconclusive. Unless noted, % is set by controls: 0 for no effect and ±100 for the full control effect; potency is the fitted concentration of half-maximal effect.
Structure	TDP1 cell CPT	N370S GC mod	FEN1 inh
CN(C)C(=O)C1C2NC(=S)N(c3ccc(Cl)cc3)C1(C)Oc1ccc(Cl)cc12 (stereo unspecified)	?	?	-3%
Cn1c(=O)[nH]c(=O)c2c1nc(CN1CCOCC1)n2Cc1ccccc1	-2%	18%	1%
CC(=O)Nc1ccccc1-c1nnn(CC(=O)Nc2ccc3c(c2)OCCO3)n1	0%	-8%	-17%
O=C1CC[C@H](O)CCN1[C@H](CSc1ccc(Br)cc1)Cc1ccccc1	15µM*	/	0%&-14%
O=C1CN(C(=O)CNCc2cccc(Cl)c2)c2ccccc2N1	-1%	-1%	-8%
CC(C)Oc1ccc(Cn2c(=O)oc3ccccc32)cc1	-10%	5%	-13%
COc1ccc(COC(=O)C2=C(C)NC(=O)NC2c2ccc(OC)cc2)cc1 (stereo unspecified)	?	-5%	2%
C=CCNC(=S)N1CCN(c2cc3c(cc2F)c(=O)c(C(=O)O)cn3CC)CC1	?	0%	-11%
CC1CN(C(=O)CSc2nc(-c3ccc(F)cc3)cs2)CC(C)O1 (stereo unspecified)	?	/	8%
CCCc1cc(=O)oc2cc(OC(=O)CN3C(=O)NC4(CCCC4)C3=O)ccc12	-21%	?	-5%
COc1ccccc1N(CC(=O)NCCSCc1ccco1)S(=O)(=O)c1ccccc1	18µM*	5%	-1%
CCn1c(Oc2ccccc2C)nc2c1c(=O)n(C)c(=O)n2C	?	-4%	-13%
Cc1ccc(S(=O)(=O)NCC(=O)N2CCOCC2)cc1	?	-4%	-7%
CC1CCCN(C(=O)CSc2nc3ccccc3o2)C1 (stereo unspecified)	-10%	8%	-3%
O=C(NCc1ccco1)c1ccc2c(=O)n(Cc3ccco3)c(SCC(=O)N3CCCC3)nc2c1	26µM*	-4%	?
CCN1C(C)=CC(=O)[C@@H](O)[C@H]1c1ccccc1Br	-8%	/	10%
Cc1ccc(CNC(=O)Cn2c(=O)cc(C)c3c(C)nn(-c4cccc(F)c4)c32)cc1	2%	/	-6%
CC1(C)CC(=O)C(C=NCCN2CCNCC2)=C(O)C1	-22%	3%	19%
COc1ccc(OC)c(C2=NOC(C(=O)NCC3CCCO3)C2)c1 (stereo unspecified)	?	4%	4%
CC(=O)Nc1ccc(C(=O)COC(=O)CCc2ccccc2)c(F)c1	9%	/	-4%
COc1ccc(/C=N/NC(=O)c2ccc(C)nc2)cc1O	5%	-12%	-3%
N#Cc1ccc(C#Cc2ccc3oc4ccccc4c(=O)c3c2)cc1	?	/	17%
COCCCNC(=O)Nc1ccc(F)cc1F	2%	6%	7%
O=C(Nc1ccc(O)c2c(=O)cc(-c3cccc(Cl)c3)oc12)c1ccccc1Cl	?	20%	-9%
Cc1cccc(NC(=O)C(=O)NCC2CCCN2S(=O)(=O)c2cccs2)c1C (stereo unspecified)	21µM*	1%	-1%
O=C(NCc1ccc(OC(F)(F)F)cc1)c1cccc2c1C(=O)c1ccc(N3CCC(Cc4ccccc4)CC3)cc1S2(=O)=O	8.2µM*	/	-11%
CN(CCOc1cccc2ccccc12)Cc1ccccc1	-2%	-3%	-7%
COc1cc(CNc2ccc3[nH]c(=O)[nH]c3c2)ccc1OCc1ccc(F)cc1	?	1%	-1%
O=C(CCCc1ccccc1)Nc1ccnn1C1CCN(Cc2ccccc2)CC1	?	-21%	-2%
Cc1cc(C)n2nc(C(=O)NNC(=O)c3ccccc3)nc2n1	26%	2%	6%
COC(=O)c1cc(Cl)c(NC(=O)c2cc3ccccc3o2)cc1OC	?	19%	5%
Cc1ccc(NC(=O)COC(=O)CCc2nc3ccccc3c(=O)[nH]2)cc1Cl	1%	-2%	0%
CC[C@]1(C(=O)OC)[C@H]2C(=O)N(Cc3ccccc3)C(=O)[C@H]2[C@H]2CN(C)C(=NCc3ccccc3)N21	-7%	/	8%
COc1ccc(-n2cccc2C=O)cc1	?	-1%	10%
O=C(COC(=O)[C@@H]1CCCN1C(=O)c1cccs1)Nc1ccc(F)cc1[N+](=O)[O-]	0%	1%	8%
CCn1c(=S)sc2c(=O)[nH]c(C)nc21	-3%	5%	2%

# 2 compounds from above, showing only TDP1 cell CPT.
canonical_smiles,TDP1 cell CPT
CC(=O)Nc1ccc(C(=O)COC(=O)CCc2ccccc2)c(F)c1,9%
CCCc1cc(=O)oc2cc(OC(=O)CN3C(=O)NC4(CCCC4)C3=O)ccc12,-21%

# The list goes on:
Structure	TDP1 cell CPT	N370S GC mod	FEN1 inh
Fc1cccc(Cl)c1CSc1nnnn1-c1ccc2c(c1)OCO2	-28%	16%	5%
S=C(NC1CCCC1)NC1CC1	1%	1%	2%
CCc1ccc(NC(=O)c2c(C(=O)Nc3ccccc3)sc3nc(C)cc(=O)n23)cc1	?	5%	-1%&12%
Cc1cnc(C(=O)OCC(=O)c2csc(N3CCCCC3)n2)cn1	0%	7%	-6%
COC(=O)c1ccccc1NC(=O)CSc1nnc(-c2cccnc2)n1N	-1%	1%	4%
COc1ccc(-c2nc(CSCC(=O)NC3CC3)c(C)o2)cc1OC	4%	-2%	0%
COc1ccccc1N1CCN(C(=O)CN(C)S(=O)(=O)c2cc(C)ccc2OC)CC1	-13%	-4%	-19%
CCC1(C)CC2(CCCN(CCC(O)(c3ccccc3)c3ccccc3)C2)CCO1 (stereo unspecified)	?	21%	-23%
Cc1ccc(C(=O)N/C(=C/c2ccc(-c3ccc([N+](=O)[O-])cc3)o2)C(=O)NCCCN(C)C)cc1	21µM*	/	?
CNc1nc(N2CCc3ccccc32)ncc1F	-2%	-7%	-22%
O=C(Nc1ccc(S(=O)(=O)Nc2nccs2)cc1)C1CCCCC1	-4%	3%	4%
O=C(NCc1ccccn1)C1CC(=O)N(C2CCCC2)C1 (stereo unspecified)	3%	/	1%
CCCN(C(=O)Cn1ncc2c(=O)oc3ccccc3c21)c1cccc(C)c1	23µM*!	12%	-17%&0%
Cc1ccc(-c2noc(CCC(=O)Nc3cc(C)ccn3)n2)cc1	4%	1%	-7%
O=C1CCc2ccc(NS(=O)(=O)c3ccc(F)cc3)cc2N1	?	-2%	-2%
CCOC(=O)Nc1nc(C)c(C(=O)c2ccc(Cl)cc2)s1	?	-4%	-2%
COc1ccc(C)cc1NC(=O)C(OC(=O)c1cc(C)oc1C)c1ccccc1 (stereo unspecified)	?	?	-4%
O=C(Nc1nc2c(F)cc(F)cc2s1)C1CC(=O)N(Cc2ccco2)C1 (stereo unspecified)	-28%	-18%	-4%
O=C(CSC1=Nc2ccccc2C2=NC(CC(=O)NC3CCCCC3)C(=O)N12)Nc1ccc(F)cc1 (stereo unspecified)	?	/	-12%
COc1ccc(CNC2CC(=O)N(C)C2=O)cc1 (stereo unspecified)	-8%	4%	-13%
O=C1NC(=Nc2ccc(Cl)cc2)/C(=C/c2ccco2)S1	-25%	14%	-4%
CCOc1ccc(NC(=O)c2nc3nc(C)cc(C(F)F)n3n2)cc1	-2%	/	0%
O=C(Nc1cccc(C(=O)OCc2cc(=O)n3nc(C4CC4)sc3n2)c1)c1ccc(F)cc1	17%	/	0%
Cc1sc2ncn(CC(=O)NCCCN3CCC(C)CC3)c(=O)c2c1S(=O)(=O)N1CCC(C)CC1	11%	5%	-6%

# Full records, looked up by structure. Order of values: TDP1 cell CPT | N370S GC mod | FEN1 inh
# CCOC(=O)Nc1nc(C)c(C(=O)c2ccc(Cl)cc2)s1 across the screens: ? | -4% | -2%
# Cc1ccc(-c2noc(CCC(=O)Nc3cc(C)ccn3)n2)cc1 across the screens: 4% | 1% | -7%
# COc1ccc(C)cc1NC(=O)C(OC(=O)c1cc(C)oc1C)c1ccccc1 (stereo unspecified) across the screens: ? | ? | -4%
# O=C(Nc1cccc(C(=O)OCc2cc(=O)n3nc(C4CC4)sc3n2)c1)c1ccc(F)cc1 across the screens: 17% | / | 0%
# O=C1CCc2ccc(NS(=O)(=O)c3ccc(F)cc3)cc2N1 across the screens: ? | -2% | -2%

# Next section
Structure	TDP1 cell CPT	N370S GC mod	FEN1 inh
O=C(COC(=O)c1ccc(Br)o1)NCCc1ccccc1	15%	-6%	-3%
OCC[C@H]1C[C@H](O)[C@@H](O)[C@@]2(CCCO2)O1	-9%	/	2%
Cc1occc1C(=O)N(C)Cc1nc(-c2ccc(Cl)cc2)no1	26µM*	-7%	-7%
O=C(COC(=O)Cc1ccccc1[N+](=O)[O-])NCC1CCCCC1	5%	2%	4%
Nc1cc(Cl)ccc1C(=O)OCC(=O)NC1CCCCC1	-4%	-12%	-2%
N#Cc1ccc(C(=O)Nc2ccc(N3CCN(C(=O)c4ccco4)CC3)cc2)c(F)c1	-21%	17%	-9%
O=C(CCNC(=O)c1ccc(Br)cc1)NNC(=O)C1COc2ccccc2O1 (stereo unspecified)	1%	-24%	0%
COc1ccc(CN2C(=NC(=O)CCC3CCCC3)SC3CS(=O)(=O)CC32)cc1 (stereo unspecified)	1%	-1%	-12%
C=CCn1c(SCC(=O)Nc2ccccc2OC)nc2c([nH]c3ccccc32)c1=O	-30%	?	-3%
CCN1CCN(c2nc3c(C)cccn3c(=O)c2C=C(C#N)C#N)CC1	-6%	-10%	-8%
CCCCn1c(SCC(=O)NCc2ccco2)nnc1-c1ccco1	-19%	0%	-10%
Cc1ccc(NC(=O)CN(c2ccccc2F)S(C)(=O)=O)cc1	-5%	15%	-2%
CCc1ccccc1NC(=O)CNC(=O)CNC(=O)c1cccs1	3%	/	3%
COc1ccc(N2CCN(C(=O)c3ccncc3)CC2)cc1	-24%	0%	-3%
O=C(CCN1C(=O)c2ccccc2C1=O)Nc1ccccn1	-4%	-15%	5%
CCSc1ncc(Cl)c(C(=O)Nc2sc(C(C)=O)c(C)c2C(=O)OC)n1	-14%	/	-7%
CSCCC(NC=C1C(=O)OC(C)(C)OC1=O)C(=O)O (stereo unspecified)	-16%	-6%	1%
COc1cccc(Nc2nnc(SCC(=O)N3CC(C)OC(C)C3)s2)c1 (stereo unspecified)	?	-4%	-1%
CCc1cc(=O)[nH]c(SCC(=O)NCC2CCCO2)n1 (stereo unspecified)	-3%	-16%	14%
CCOc1ccc(C(=O)c2cn(CC(=O)Nc3ccc(F)cc3)c3cc4c(cc3c2=O)OCO4)cc1	?	/	6%
Cc1nccn1CCN(C)Cc1cn(Cc2ccccc2)nc1-c1ccc2c(c1)OCO2	?	-11%	11%
Cc1ccc(C(=O)NC2CCCC(C)C2C)cc1S(=O)(=O)N1CCCCC1 (stereo unspecified)	?	-18%	-5%
COc1cc2cnc(Cl)nc2cc1OC	-28%	-13%	-9%
CC(=O)c1ccc(NC(=O)CN2C(=O)COc3ccc(S(=O)(=O)N4CCCC4)cc32)cc1	?	-9%	14%
COc1ccc(N2C(=O)/C(=C\c3ccco3)N=C2SCC(=O)N(C(C)C)C(C)C)cc1Cl	16µM*	4%	-5%
COC(=O)c1c(-c2cccs2)csc1NC(=O)COc1ccc(C(C)C)cc1	?	/	-22%
O=C(NC(=S)Nc1ccc2c(c1)OCCO2)c1ccco1	-5%	0%	-17%
CCc1nnc(SCc2nc(-c3cccc(C)c3)oc2C)c2cc3sc(C)cc3n12	-6%	/	-3%
CCOC(=O)c1c(-c2ccccc2)csc1NC(=O)c1cc(-c2ccc(C)c(F)c2)on1	4%	/	-3%
Nc1nnc(CSCc2ccc(Cl)cc2)s1	-1%	-7%	-2%
O=C(N/N=C/c1ccc([N+](=O)[O-])s1)c1cccc(Br)c1	9.2µM*	3%	4%
O=S(=O)(CC(c1ccccc1)N1CCCCC1)c1ccc(Cl)cc1 (stereo unspecified)	25%	-5%	5%
O=C(COc1ccc(Cl)cc1Cl)Nc1ccc(S(=O)(=O)NC2=NCCCCC2)cc1	?	5%	18%
Fc1ccc(CN2CCCCCC2)c(F)c1	-17%	2%	0%
COc1ccc(CN(C)C(=O)Cn2cnc(C(=O)Nc3ccc(C)c(C)c3)n2)cc1OC	18µM*	/	-2%

# Not a retest: an excerpt of the list.
Structure	TDP1 cell CPT	N370S GC mod	FEN1 inh
CCOC(=O)c1c(-c2ccccc2)csc1NC(=O)c1cc(-c2ccc(C)c(F)c2)on1	4%	/	-3%
Nc1nnc(CSCc2ccc(Cl)cc2)s1	-1%	-7%	-2%
O=C(N/N=C/c1ccc([N+](=O)[O-])s1)c1cccc(Br)c1	9.2µM*	3%	4%
O=S(=O)(CC(c1ccccc1)N1CCCCC1)c1ccc(Cl)cc1 (stereo unspecified)	25%	-5%	5%
O=C(COc1ccc(Cl)cc1Cl)Nc1ccc(S(=O)(=O)NC2=NCCCCC2)cc1	?	5%	18%
Fc1ccc(CN2CCCCCC2)c(F)c1	-17%	2%	0%
COc1ccc(CN(C)C(=O)Cn2cnc(C(=O)Nc3ccc(C)c(C)c3)n2)cc1OC	18µM*	/	-2%

# Not all compounds are listed; rates above refer to the full screens.
